Assay outcomes as filed in PubChem.
aGal spleen mod: alpha-galactosidase A (human) modulation | P06280 | human spleen homogenate, 4MU-alpha-Gal fluorescence, 40 min | Potency, µM (titrated, usually from 80 µM), without a hit: at the highest dose activity change, negative = inhibition, actives largely listed as inhibitors | 240,000 tested, 0.008% active;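 also: potency is read from the fitted curve at half-maximal effect; 0% = enzyme with vehicle and -100% = no enzyme basal signal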
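Spleen homogenate 1 ug + cpd (titration) + 4-MU-alpha-D-galactopyranoside 1 mM; 37C 40 min; 50 mM citrate/phosphate pH 5.0, 0.01% Tween-20; stop pH 10; fluorescence 365/440; AC50 via Hill.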
CBFb-RUNX1 inh: inhibitors of human CBF-beta and RUNX1 interaction; AlphaScreen CBFb-His/RUNX1-biotin binding, biochemical; Potency, µM (doses to about 59.8 µM), for inactives: at the highest dose activity, negative = inhibition, most hits filed as inhibitors; 230,000 tested, under 10 active; AID 1477; also: % of control where 0% means no effect
Target sequence (Q01196 whole entry, looked up): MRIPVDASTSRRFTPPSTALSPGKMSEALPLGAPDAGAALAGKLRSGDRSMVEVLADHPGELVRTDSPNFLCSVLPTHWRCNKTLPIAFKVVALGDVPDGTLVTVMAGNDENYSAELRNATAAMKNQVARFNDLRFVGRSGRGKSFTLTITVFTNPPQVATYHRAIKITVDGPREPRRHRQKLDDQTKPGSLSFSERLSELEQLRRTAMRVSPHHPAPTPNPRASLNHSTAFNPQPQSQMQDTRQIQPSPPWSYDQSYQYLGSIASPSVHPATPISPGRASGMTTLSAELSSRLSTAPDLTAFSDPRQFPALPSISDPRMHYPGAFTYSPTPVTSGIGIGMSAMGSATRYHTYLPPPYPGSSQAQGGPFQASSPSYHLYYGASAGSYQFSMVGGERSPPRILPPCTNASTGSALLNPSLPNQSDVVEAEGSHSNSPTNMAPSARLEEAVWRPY
Target sequence (Q13951 whole entry, looked up): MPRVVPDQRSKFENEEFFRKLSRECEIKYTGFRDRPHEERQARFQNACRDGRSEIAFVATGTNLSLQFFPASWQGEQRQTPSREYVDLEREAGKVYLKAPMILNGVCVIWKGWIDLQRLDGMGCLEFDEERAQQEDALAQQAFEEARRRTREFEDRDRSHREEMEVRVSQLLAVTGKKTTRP
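Interaction loss through any mechanism counts as activity. Pre-formed complex of His-CBF-beta and biotin-RUNX1 (30 nM apiece) is incubated with compound 15 min, then with 50 ng nickel and 50 ng streptavidin beads for 90 min before AlphaScreen detection.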
NPSR antag: neuropeptide S receptor (human) antagonism, cAMP; CHO-NPSR cells, cAMP TR-FRET, antagonist mode; AID 1461; Potency, µM (top dose mostly 38.3 µM), inactives show top-dose activity change, negative = inhibition, most hits filed as inhibitors; 220,000 tested, 1% active; Q6W5P4; also: potency is read from the fitted curve at half-maximal effect; % is scaled to controls: 0 for no effect and ±100 for the full control effect; nearly all actives have a fitted effect of over 50% in size; many of its hits are not listed in these tables
Target sequence (Q6W5P4 whole entry, looked up): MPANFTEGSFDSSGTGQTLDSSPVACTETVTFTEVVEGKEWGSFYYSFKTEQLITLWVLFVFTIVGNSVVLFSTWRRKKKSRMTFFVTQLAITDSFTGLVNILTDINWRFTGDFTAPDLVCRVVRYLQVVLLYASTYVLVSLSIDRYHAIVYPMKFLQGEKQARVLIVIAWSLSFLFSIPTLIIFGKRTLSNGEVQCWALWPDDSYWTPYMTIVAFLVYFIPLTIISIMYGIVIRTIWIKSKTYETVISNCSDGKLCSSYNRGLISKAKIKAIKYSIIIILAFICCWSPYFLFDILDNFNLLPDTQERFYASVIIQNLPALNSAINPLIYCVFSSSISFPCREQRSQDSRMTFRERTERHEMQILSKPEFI
Tau fluor counter: counter-screen for tau fibril formation inhibitors; tau K18 P301L (four-repeat tau fragment) Alexa594 fluorescence, heparin fibrillization; Potency, µM (titrated, usually from 57.7 µM), for inactives: top-dose activity change, negative = decrease; 280,000 tested, 0.93% active; also: potency is read from the fitted curve at half-maximal effect; % is scaled to controls: 0 for no effect and ±100 for the full control effect; nearly all actives have a fitted effect of over 55% in size
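Human K18 P301L tau (15 uM unlabeled plus 0.24 uM Alexa 594-labeled, final) in 100 mM sodium acetate pH 7 was mixed with compound and 20 uM heparin and incubated 6 hr at 37 C.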
Tau FP inhib: inhibitors of human tau fibril formation | P10636 | K18 P301L tau heparin fibrillization, Alexa594 FP, 6 h | Potency, µM (doses to about 57.7 µM), for the others: at the top dose activity, negative = inhibition, actives largely listed as inhibitors | 280,000 tested, 0.39% active | AID 1468; also: potency is read from the fitted curve at half-maximal effect; % is scaled to controls: 0 for no effect and ±100 for the full control effect; nearly all actives have a fitted effect of over 55% in size
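Quantitative HTS format: compounds meet 15 uM recombinant K18 P301L tau and Alexa 594-tau tracer in 100 mM sodium acetate pH 7; 20 uM heparin triggers fibrillization at 37 C over 6 hr; FP gives the signal.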
TRb-SRC2 inh: inhibitors of human thyroid hormone receptor beta-SRC2 interaction; TRbeta-SRC2 peptide binding, fluorescence polarization; receptor liganded with 1 µM T3; P10828; 280,000 tested, 0.065% active; Potency, µM (doses to about 106 µM), inactives show top-dose activity change, negative = inhibition, usual class: inhibitors;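 also: potency is read from the fitted curve at half-maximal effect; plate controls were bound peptide for no effect and peptide without receptor for full effect; nearly all actives have a fitted effect of over 50% in size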
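Fluorescence polarization of 20 nM Texas Red SRC2 peptide with 0.6 uM human TRb ligand-binding domain, in Tris buffer with 1uM T3 and 5% DMSO. Incubated 5 hr ambient; normalized to unbound and bound controls.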
Epigenetic reg: derepresses silenced GFP reporter in murine cells. murine LDR cells, GFP reporter derepression, 30 h. Potency, µM (series often up to 53.9 µM), for inactives: at the top dose GFP activation, actives largely listed as activators. 280,000 tested, 0.2% active; also: potency is read from the fitted curve at half-maximal effect; % of control where 0% means no effect; nearly all actives have a fitted effect of over 60% in size
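Reporter derepression read as number of fluorescent GFP-positive objects, 20-120 um in size, counted by laser-scanning cytometer. Mouse LDR line with an epigenetically silenced CMV-GFP locus; compound incubation 30 h, 37 C.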
TexasRed fluor: Texas Red fluorescence interference in TRb-SRC2 counter-screen; TRb/SRC2 Texas Red total fluorescence interference; Potency, µM (highest dose often 106 µM), for the others: at the highest dose fluorescence change, negative = quenching; 280,000 tested, 0.29% active; active = well fitted curve in either direction with a large enough effect; inconclusive = small, poorly fitted or top-dose-only effect; also: potency is read from the fitted curve at half-maximal effect; % is scaled to controls: 0 for no effect and ±100 for the full control effect
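Human TRβ ligand-binding domain (0.6 uM) and Texas Red SRC2 peptide (20 nM) in Tris buffer with 1 uM T3 and 5% DMSO were incubated with pinned compound for 5 hr at ambient temperature. Total fluorescence was computed as S + 2P (555/632 nm).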
Starred values were filed as active, the others as inactive; u = inconclusive; x = no result given; [ ] = another dose, or the depositor's remark. Unless noted, calls follow the shape of the dose curve; as a rule, active = well fitted curve in the direction sought with a large enough effect; inconclusive = small, poorly fitted or top-dose-only effect, or another doubt; inactive = no such curve, though single readings can be large; an effect the other way counts as inactive or inconclusive. The list is partial; count on the stated rates, not on these rows.

structure	aGal spleen mod	CBFb-RUNX1 inh	NPSR antag	Tau fluor counter	Tau FP inhib	TRb-SRC2 inh	Epigenetic reg	TexasRed fluor
O=[N+]([O-])c1cc([N+](=O)[O-])c2cccnc2c1Oc1ccccc1O	0%	u	u	-13%	0%	-1%	1.0%	-3%
CCOC(=O)CSc1nc2ccc(NC(=O)COc3ccccc3C)cc2s1	x	x	x	-16%	-12%	6%	1.1%	10%
Cc1ccc(C(=O)N2CCOCC2)cc1[N+](=O)[O-]	-21%	5%	16%	-4%	-16%	1%	0.9%	-3%
CCN(CC)C(=O)c1sc2nc(-c3ccncc3)[nH]c(=O)c2c1C	-5%	3%	-11%[46.1 µM]	-13%	-5%	0%	0.0%	0%
CC1=NNC(=O)C1CCC(=O)N/N=C\c1ccccc1[N+](=O)[O-] (stereo not given)	2%	5%	6%[46.1 µM]	-3%	1%	1%	0.0%	-4%
C/C(N)=C(/C#N)C(=O)COC(=O)CSc1ccccc1	2%	8%	-15%[46.1 µM]	-11%	-9%	7%	4.3%	-3%
CC1=NC(=O)C(N=Nc2ccccc2C(=O)O)N1c1ccccc1 (stereo not given)	-9%	u	27%	-1%	11%	2%	2.1%	-10%
CN(C)c1cccc(NC2=CC(=[N+]3CCOCC3)CC(C)(C)C2)c1	4%	1%	-27%[46.1 µM]	11%	6%	-5%	2.8%	-2%
CCCCOC(=O)c1ccc(NC(c2ccc(C)cc2)P(=O)(OC)OC)cc1 (stereo not given)	-6%	7%	-27%	-16%	-10%	4%	-0.8%	-2%
Nc1ccccc1SCC(=O)Nc1nc(-c2ccccc2)cs1	-7%	-2%	1%	u	13%	-1%	0.0%	-1%
CC1CCN(c2nc3ccc(C(=O)N4CCN(Cc5ccc6c(c5)OCO6)CC4)cc3s2)CC1	-1%	-11%	-18%[46.1 µM]	-9%	12%	11%	0.1%	-1%
Cc1ccccc1-c1nc(CN2CCSCC2)c(C)o1	0%	-5%	-1%	-7%	2%	5%	-1.1%	-3%

Some of these compounds in order of count of non-hydrogen atoms, lowest first:
structure	aGal spleen mod	CBFb-RUNX1 inh	NPSR antag	Tau fluor counter	Tau FP inhib	TRb-SRC2 inh	Epigenetic reg	TexasRed fluor
C/C(N)=C(/C#N)C(=O)COC(=O)CSc1ccccc1	2%	8%	-15%[46.1 µM]	-11%	-9%	7%	4.3%	-3%
CC1=NC(=O)C(N=Nc2ccccc2C(=O)O)N1c1ccccc1 (stereo not given)	-9%	u	27%	-1%	11%	2%	2.1%	-10%
CCCCOC(=O)c1ccc(NC(c2ccc(C)cc2)P(=O)(OC)OC)cc1 (stereo not given)	-6%	7%	-27%	-16%	-10%	4%	-0.8%	-2%

Continued.
structure	aGal spleen mod	CBFb-RUNX1 inh	NPSR antag	Tau fluor counter	Tau FP inhib	TRb-SRC2 inh	Epigenetic reg	TexasRed fluor
CC(=O)NC1=NC(=O)/C(=C/N2CCCCC2)S1	1%	3%	10%[46.1 µM]	3%	1%	-2%	0.0%	-3%
NC(=O)CSc1nnc(-c2cccc(S(=O)(=O)N3CCCCC3)c2)o1	20%	3%	-4%	-1%	5%	-4%	-1.6%	0%
CC1CC(C)CN(C(=O)CSc2nnc(-c3ccc(Cl)s3)o2)C1 (stereo not given)	1%	0%	-23%	-18%	-6%	-3%	3.0%	0%
COc1ccc(-n2c(C)cc(C(=O)CSc3nn4c(=O)c(C(C)(C)C)nnc4s3)c2C)cc1	0%	-22%	u	-5%	1%	2%	2.7%	0%
Nc1c(C(=O)N/N=C/c2ccc(Cl)cc2)cnn1-c1ccccc1	-2%	5%	9%	-2%	-2%	0%	0.0%	-2%
CCCOc1ccc(C2C(=O)N(C3CCC(C)CC3)CC(=O)N2CCC2=CCCCC2)cc1OC (stereo not given)	x	x	x	11%	6%	1%	4.2%	-2%
O=C(O)CCC(=O)Nc1ccc(N2CCCCC2)c(C(=O)O)c1	2%	-1%	-6%[46.1 µM]	-2%	0%	-4%	0.0%	0%
COc1ccccc1NC(=O)Cc1noc(CSc2cccc[n+]2[O-])n1	-2%	3%	3%[46.1 µM]	-11%	1%	-1%	-1.0%	-1%
CC1=CC2=NC(=O)/C(=C\c3cccn3CCOc3cccc(C)c3)C(=N)N2O1	-7%	-18%	-26%[46.1 µM]	u	u	12%	0.0%	-12%
O=[N+]([O-])c1nn(-c2ccccc2)n(O)c1=NCc1ccc2c(c1)OCO2	-1%	-2%	0%[46.1 µM]	-16%	3%	-3%	1.5%	-3%
COc1ccccc1-n1c(SCC(=O)N2CCCCC2)nnc1-c1ccccc1O	1%	-2%	-9%[46.1 µM]	-4%	11%	-7%	-0.3%	-3%
CCOC(=O)C1CCCN(CCC(=O)Nc2ccc(C)cc2)C1 (stereo not given)	5%	21%	-8%[46.1 µM]	-3%	1%	-6%	-1.2%	0%

The listing continues:
structure	aGal spleen mod	CBFb-RUNX1 inh	NPSR antag	Tau fluor counter	Tau FP inhib	TRb-SRC2 inh	Epigenetic reg	TexasRed fluor
CC(C)(C)NC(=O)Cn1nnc(-c2cccs2)n1	1%	6%	21%[46.1 µM]	5%	2%	0%	0.9%	-6%
CN(C)CCNC(=O)c1cc2ccccc2oc1=O	-8%	2%	-10%[46.1 µM]	5%	6%	-4%	2.2%	-6%
Cc1ccccc1OC(C)C(=O)NCc1cccnc1 (stereo not given)	-6%	0%	17%	7%	-6%	-8%	-5.2%	-2%
CCOc1ccc(NC(=S)NCC(c2cccnc2)N2CCOCC2)cc1 (stereo not given)	7%	-5%	8%	-3%	-3%	-6%	1.3%	4%
CC(NC(=O)Cc1cc(F)cc(F)c1)C(=O)NC(C(=O)OC(C)(C)C)c1ccccc1 (stereo not given)	6%	11%	x	x	x	2%	x	2%
CCc1ccccc1NC(=O)CN1CCCN(Cc2cc(C)ccc2C)S1(=O)=O	x	x	x	-9%	7%	0%	2.0%	0%
CCc1ccc(NS(=O)(=O)c2ccc3[nH]cc(C(=O)NC4CCCC4)c(=O)c3c2)cc1	x	x	x	u	11µM*	0%	u	-2%
CCn1c(C)nc2cc(C(=O)NNC(=S)NC(=O)c3ccc(OC)cc3)ccc21	1%	-18%	-7%	-3%	5%	4%	-2.6%	5%
NS(=O)(=O)c1cccc(-n2cnnn2)c1	3%	-2%	-20%	-11%	0%	-5%	1.1%	-4%
O=C(NC1CCCCC1)c1cccs1	28%	-6%	15%[46.1 µM]	5%	2%	4%	2.8%	-2%
COCCCNc1nc2ccccc2nc1NS(=O)(=O)c1ccc(C)cc1C	8%	27%	-24%	-22%	13%	4%	0.0%	-6%
Cc1ccc(NC(=O)N2CCOCC2)c(C)c1	1%	2%	-12%[46.1 µM]	-4%	1%	-2%	-1.5%	-1%

New compounds follow
structure	aGal spleen mod	CBFb-RUNX1 inh	NPSR antag	Tau fluor counter	Tau FP inhib	TRb-SRC2 inh	Epigenetic reg	TexasRed fluor
CCCC1CCC(C(=O)n2nc(N)c3cc4ccc(OC)cc4nc32)CC1 (stereo not given)	-5%	1%[2.36 µM]	0%	-14%	4%	6%	0.3%	1%
COC(=O)C1=NN(C(C)=O)C2(CC(=O)N(c3cccc(C)c3)C2=O)C1 (stereo not given)	-5%	-7%	22%	1%	9%	2%	1.0%	4%
O=C1CCC(C(=O)OCc2c(Cl)cccc2Cl)N1 (stereo not given)	-8%	3%	3%[46.1 µM]	4%	6%	1%	2.4%	2%
COc1cc(CN2CCNC(=O)C2CC(=O)NCc2csc(C(C)C)n2)cc(OC)c1 (stereo not given)	-3%	3%	-8%	-13%	-9%	-4%	-5.5%	0%
C=CCNC(=O)/C(C#N)=C/c1c(C)nn(-c2ccccc2)c1Cl	10%	8%	7%	-10%	-3%	6%	0.0%	-1%
Cc1ccc(S(=O)(=O)N2CCc3cc(C(=O)Nc4ccc(C)c(C)c4)ccc32)cc1	x	x	x	-20%	u	-6%	0.2%	0%
Cc1cc(N2CCCC2=O)ccc1S(=O)(=O)N1CCOCC1	-4%	-6%	-10%	4%	-4%	-4%	-1.1%	-3%
CCCN(CCC)C(=O)Cn1c(=O)n(-c2cccc(C)c2)c(=O)c2c1c1cc(OC)ccc1n2C	x	x	x	-15%	8%	2%	-0.8%	-1%
Cc1ccc(Cl)cc1NC(=O)C(=O)N1CCCCC1	3%	13%	16%	-4%	0%	8%	-0.4%	0%
N/C(=N\OC(=O)C1CC1)c1ccc([N+](=O)[O-])s1	2%	6%	10%	-7%	-5%	1%	1.6%	-2%
COc1cccc(COc2ccccc2C2Nc3ccc(Br)cc3C(=O)N2NC(=O)c2ccncc2)c1 (stereo not given)	6%	-1%	u	-16%	4%	1%	-1.1%	-3%
CCC(C)c1ccccc1NC(=O)C(C)N(C)Cc1cccc(OC)c1 (stereo not given)	-10%	14%	u	0%	10%	-1%	5.7%	-1%

Further structures follow:
structure	aGal spleen mod	CBFb-RUNX1 inh	NPSR antag	Tau fluor counter	Tau FP inhib	TRb-SRC2 inh	Epigenetic reg	TexasRed fluor
CCOC(=O)c1ccc(NC(=O)Cn2c(-c3nonc3N)nc3ccccc32)cc1	3%	1%	0%	-13%	-9%	-9%	2.6%	1%
O=C(/C=C/c1ccc(O)c(O)c1)OC1C(O)CC(OC(=O)/C=C/c2ccc(O)c(O)c2)(C(=O)O)CC1O (stereo not given)	-12%	8%	-10%	-13%	0%	3%	-1.3%	-1%
CC1(O)c2ccccc2C(=O)N1Cc1ccccc1 (stereo not given)	1%	1%	-22%[46.1 µM]	-13%	-7%	10%	-1.8%	-1%
Nc1nc(CN2CCN(c3ccccc3F)CC2)nc(N2CCCc3ccccc32)n1	-5%	1%	-13%	-10%	-3%	6%	2.2%	0%
O=c1[nH]c(-c2ccncc2)nc2ccccc12	-6%	5%	5%[46.1 µM]	-10%	u	-5%	0.0%	-5%
Cc1cc(C)c2cc(CN(Cc3ccc4c(c3)OCO4)Cc3nnnn3Cc3ccco3)c(=O)[nH]c2c1	-4%	-16%	u	-6%	3%	3%	0.9%	4%
CN(C1CC(C)(C)NC(C)(C)C1)S(=O)(=O)CC12CCC(CC1=O)C2(C)C (stereo not given)	10%	3%	10%	4%	0%	-5%	1.1%	0%
COc1ccc(OC)c(C2=NOC(C(=O)Nc3c(C)n(C)n(-c4ccccc4)c3=O)C2)c1 (stereo not given)	1%	4%	-41%	-6%	-1%	0%	1.0%	2%
